High-throughput results (PubChem BioAssay)
AHR act = activates the human aryl hydrocarbon receptor; P35869; AHR-responsive luciferase reporter cells, luminescence; activation, % at 5 µM; 320,000 tested, 2.5% active; AID 2796; in the data active means activation above about 47%;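 further: 0% = vehicle wells and 100% = reference agonist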
PAFAH2 inh = PAFAH2 (human) inhibition. Q99487. recombinant PAFAH2, FP-rhodamine activity probe, fluorescence polarization. inhibition, % at 3.39 µM. 340,000 tested, 0.99% active;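 active means inhibition above the mean over all tested compounds plus 3 SD, cut at about 30% in these data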;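 further: inhibitors block probe labeling of enzyme so polarization drops; 0% = enzyme with DMSO and 100% = wells lacking PAFAH2 protein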
procasp7 counter = activates human procaspase-7, counter-screen for procaspase-3 activators | P55210 | recombinant procaspase-7, Ac-DEVD-pNA absorbance 405 nm; D23A/D198A/D206A triple mutant, cannot self-cleave; scale: DMSO 0, 5 µM enzyme 100 | activation, % at 8.5 µM | 330,000 tested, 0.093% active;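 active means percent activation above the screen-wide mean plus 3 SD, cut at about 25% in these data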
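System: Procaspase-7 triple mutant (PC-7 D3A); measure: % activation from two-timepoint absorbance difference, scaled to controls; times: 1 h compound preincubation, 2 h substrate cleavage, 25 °C; also added: Ac-DEVD-pNA substrate, 400 µM as added; measured by: Epi-absorbance of released pNA at 405 nm, two timepoints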
procasp3 activ = activators of human procaspase-3 | P42574 | recombinant procaspase-3 D3A, Ac-DEVD-pNA absorbance 405 nm | activation, % at 8.5 µM | 330,000 tested, 0.11% active;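 active means activation above the mean of all tested compounds plus 3 SD, cut at about 21% in these data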;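 further: 0% = DMSO alone and 100% = DMSO wells spiked with extra 5 µM PC-3 D3A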
Target sequence (P42574 whole entry D9A/D28A/D175A): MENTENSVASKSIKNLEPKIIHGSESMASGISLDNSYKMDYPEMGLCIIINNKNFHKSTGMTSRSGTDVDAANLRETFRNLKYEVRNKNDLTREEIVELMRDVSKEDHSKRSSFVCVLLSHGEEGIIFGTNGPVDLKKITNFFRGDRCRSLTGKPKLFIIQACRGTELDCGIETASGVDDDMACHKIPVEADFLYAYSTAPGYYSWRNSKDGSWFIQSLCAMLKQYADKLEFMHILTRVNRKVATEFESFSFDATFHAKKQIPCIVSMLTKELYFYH
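Test system: Procaspase-3 D3A mutant; medium: Zinc-free HEPES/NaCl buffer with 0.01% Triton X-100 at pH 7.4; reagent: DEVD-pNA substrate; doses: one concentration, 8.5 µM nominal, 0.8% DMSO; times: 1 h preincubation plus 2 h reaction at 25 °C; signal: Epi-absorbance at 405 nm of released p-nitroaniline, 0 and 120 min; replicates: singlicate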
Numbers without * were called inactive; nt = no result given.

#	compound	AHR act	PAFAH2 inh	procasp7 counter	procasp3 activ
1	O=C1NC(=O)C(Nc2ccc(Cl)c(Cl)c2)C(=O)N1	nt	-1.8	nt	nt
2	ClCCN(CCCl)c1ccc(C=NNc2ncccn2)cc1	nt	0.5	nt	nt
3	O=C(Nc1ccccc1)N1Cc2ccccc2-n2nncc2C1	nt	8.0	nt	nt
4	CCC1(CCC(C)C)C(=O)NC(=S)NC1=O	nt	-5.3	nt	nt
5	NC(=O)c1c(Br)n(C2OC(CO)C(O)C2O)c2ncnc(N)c12 (centres undefined)	nt	3.5	nt	nt
6	CC(=O)C1CCC2C3CCC4CC(O)CCC4(C)C3C(=O)CC12C (centres undefined)	nt	-2.4	nt	nt
7	OC(CNCc1ccccc1)c1ccc(Cl)cc1 (centres undefined)	nt	0.4	nt	nt
8	CC12CCC3C(CCC4CC(=O)C(C(O)C(F)(F)F)CC43C)C1CCC2O (centres undefined)	nt	1.8	nt	nt
9	COC1=C[C@@H]2[C@@H]3Cc4ccc(OC)c(O)c4[C@]2(CCN3C)CC1=O	nt	0.2	nt	nt
10	COc1cc(/C=C2\C(=O)NC(=O)N(c3ccccc3)C2=O)c([N+](=O)[O-])cc1OC	nt	6.6	nt	nt
11	CCOC(=O)[C@]12Cc3cc(OC)c(OC)cc3[C@H]1N(Cc1ccccc1)C(=O)c1ccccc12	nt	3.1	nt	nt
12	O=C(Nc1ccc(Cl)cc1)N1CC1	nt	-7.7	nt	nt

Part of the list above, field by field:
5. NC(=O)c1c(Br)n(C2OC(CO)C(O)C2O)c2ncnc(N)c12 (centres undefined)
  AHR act: nt; PAFAH2 inh: 3.5; procasp7 counter: nt; procasp3 activ: nt

2. ClCCN(CCCl)c1ccc(C=NNc2ncccn2)cc1
  AHR act: nt; PAFAH2 inh: 0.5; procasp7 counter: nt; procasp3 activ: nt

9. COC1=C[C@@H]2[C@@H]3Cc4ccc(OC)c(O)c4[C@]2(CCN3C)CC1=O
  AHR act: nt; PAFAH2 inh: 0.2; procasp7 counter: nt; procasp3 activ: nt

4. CCC1(CCC(C)C)C(=O)NC(=S)NC1=O
  AHR act: nt; PAFAH2 inh: -5.3; procasp7 counter: nt; procasp3 activ: nt

Next section.
#	compound	AHR act	PAFAH2 inh	procasp7 counter	procasp3 activ
13	O=C(NC1CCCCC1)N1Cc2ccccc2-n2nncc2C1	nt	-0.7	nt	nt
14	CC12CC1(C)C(=O)N(c1cc(Cl)cc(Cl)c1)C2=O (centres undefined)	nt	1.4	nt	nt
15	CC(=O)OCC12CC(OC(=O)CC(C)C)C(C)=CC1OC1C(O)C(OC(C)=O)C2(C)C12CO2 (centres undefined)	nt	1.2	nt	nt
16	C[C@]12CCC3C(CC[C@H]4C[C@@H](O)CC[C@]34C)C1C[C@@H](Br)[C@H]2O (some centres undefined)	-1.4	nt	4.5	-3.9

An excerpt from above in order of molar mass, ascending.
#	compound	AHR act	PAFAH2 inh	procasp7 counter	procasp3 activ
12	O=C(Nc1ccc(Cl)cc1)N1CC1	nt	-7.7	nt	nt
13	O=C(NC1CCCCC1)N1Cc2ccccc2-n2nncc2C1	nt	-0.7	nt	nt
16	C[C@]12CCC3C(CC[C@H]4C[C@@H](O)CC[C@]34C)C1C[C@@H](Br)[C@H]2O (some centres undefined)	-1.4	nt	4.5	-3.9

Only part of the results is shown, so the mix of outcomes need not match the whole.
